NCI-60 one-dose screen, 48 h, at 10 µM unless noted. Numbers give growth in % (100 = growth as untreated, 0 = no growth, -100 = all killed).
TK-10: TK-10 renal cancer cells | 3.9% of 81,000 active | AID 1794769
UO-31: UO-31 renal cancer | 5.2% of 81,000 active | AID 1794768
DU-145: DU-145 prostate cancer; 4.2% of 81,000 active
ACHN: ACHN renal cancer. 4.9% of 81,000 active. AID 1794771
SN12C: SN12C renal cancer cells. 3.8% of 81,000 active
CAKI-1: CAKI-1 renal cancer; 4.7% of 75,000 active; AID 1794772
RXF 393: RXF 393 renal cancer cells; 6.9% of 77,000 active; AID 1794773
786-0: 786-0 renal cancer cells. 5.1% of 81,000 active
A498: A498 renal cancer cells; 5.4% of 76,000 active; AID 1794774
Numbers without * were called inactive; . = not tested or not shown; [ ] = another dose, or the depositor's remark. How the source made its calls: active means growth percent below 10; inactive means the rest. This is a random part of the collection; 11% or so of the library scored in one or more.

SMILES	TK-10	UO-31	DU-145	ACHN	SN12C	CAKI-1	RXF 393	786-0	A498
O=C1CC[C@@H](C(=O)N[C@H]2CSSC[C@@H](C(=O)NCCc3ccc(O)cc3)NC(=O)[C@H](Cc3ccccc3)NC(=O)[C@@H]3CCCN3C(=O)[C@@H]3CCCN3C2=O)N1	100	95	110	106	101	100	106	104	101
Oc1c(C(Nc2ccccn2)c2cccc(Oc3ccccc3)c2)ccc2cccnc12 (stereo not given)	-91*	-90*	-96*	-89*	-89*	-90*	-92*	-81*	-61*
Cc1cccc(O)c1	.	93	116	108	99	97	104	97	99
CC(=O)OC1c2ccccc2C2c3ccccc3C1C2Cl (stereo not given)	102	99	111	101	106	113	105	104	116
O=c1cc(-c2nc(-c3ccccc3)c(-c3ccccc3)[nH]2)c2cc(Cl)ccc2o1	111	69	91	82	83	82	104	112	115
O=C(Nc1ncc(Cc2ccc(Cl)cc2)s1)C(=S)N1CCOCC1	103	80	112	102	102	95	109	103	111
Cn1c(=O)[nH]c(=O)c2nc(/C=C(\O)c3ccco3)c(=O)[nH]c21	110	83	110	99	103	91	116	106	116
O=C(CN1CCN(C(=O)c2ccccc2)CC1)Nc1ccccc1SCc1ccccc1	82	52	101	81	78	72	111	79	87
O=C(OC(=O)C(c1ccccc1)C1CCCCC1)C(c1ccccc1)C1CCCCC1 (stereo not given)	103	94	114	100	101	96	108	105	93
COc1ccc(-c2ccc(=O)n(-c3ccc(S(C)(=O)=O)cc3)n2)cc1OC	103	89	113	95	99	95	107	93	107
CCCCC1COc2cccc3c2N1C=C/C3=C\C(=O)N(Cc1ccccc1)c1ccc(OC)cc1 (stereo not given)	101	85	100	99	86	79	96	90	72
Fc1cccc(Cl)c1C1SCc2nc3ccccc3n21 (stereo not given)	107	65	103	99	104	85	86	102	81
Cc1ccc2cccc(OC(=O)Nc3cc(Cl)c(Cl)cc3Cl)c2n1	162[100 µM]	74[100 µM]	91[100 µM]	86[100 µM]	79[100 µM]	82[100 µM]	86[100 µM]	103[100 µM]	120[100 µM]
Cc1ccn2c(NC3CCCCC3)c(-c3ccc(C)o3)nc2c1	97	61	107	86	88	77	104	94	58
C=C(C)[C@@H]1CC[C@]2(C(=O)NCC(=O)OC)CC[C@]3(C)[C@H](CC[C@@H]4[C@@]5(C)CCC(=O)C(C)(C)[C@@H]5CC[C@]43C)[C@@H]12	70	63	83	76	66	47	82	60	67
Cc1nc(C)c(/C=C2\C(=O)Nc3ccccc32)nc1C	100	89	101	97	.	89	107	107	100
CC1(C)[C@H]2CC[C@@]1(C)C(=O)[C@H]2[N+](=O)[O-]	118	98	109	102	97	99	104	102	92
O=C(Nc1nc2ccccc2s1)c1cc(-c2ccc(F)cc2)n2nc(-c3ccccc3)cc2n1	129	51	89	14	58	53	121	12	-9.4*
Cc1nn(-c2ccccc2)c(N2CCCCC2)c1-c1nc2ccccc2[nH]1	132	70	95	89	97	71	92	105	56
O=C1Nc2cc(OC(F)(F)F)ccc2Oc2ccc(-c3ccnc(N4CCNCC4)c3)cc21	28	1.7*	-48*	2.6*	-27*	-36*	-73*	-63*	.
Nc1c(Oc2cccc(C(F)(F)F)c2)ncnc1Oc1cccc(C(F)(F)F)c1	99	91	110	109	101	87	.	78	91
O=C(O)c1cn(C2CC2)c2cc(N3CCN(C(=O)CSc4nc(NS(=O)(=O)c5ccccc5)cc(=O)[nH]4)CC3)c(F)cc2c1=O	118	82	101	102	99	.	112	111	113
O=C(c1cccs1)c1ccccc1Cc1ccccc1	95	80	128	100	96	90	99	108	58
CC1CN(CSc2ccccc2)CCN1CSc1ccccc1 (stereo not given)	90	79	104	106	75	84	105	79	92
COc1ccc(OC)c(Nc2nc3nonc3nc2N2CCCCC2)c1	109	83	109	100	94	85	113	111	125
O=C(c1ccccc1)C1OC1c1ccccc1 (stereo not given)	113	102	100	96	100	99	120	106	89
O=C(Cn1cc(CN2C(=O)C3CCCN3C(=O)c3ccccc32)nn1)Nc1ccc(Cl)cn1 (stereo not given)	105	80	109	97	93	88	107	105	113
Nc1nnc(-c2ccc([N+](=O)[O-])o2)s1	88	91	107	98	93	114	102	113	.
N#C/C(C(=O)Nc1ccc(S(N)(=O)=O)cc1)=C1\C(=O)Nc2ccc(Br)cc21	124	76	112	100	101	93	119	107	.
O=C(NCCNc1cc(-c2cn(-c3ccccc3)nc2-c2cccc(O)c2)ccn1)Nc1ccc(F)cc1	111	67	89	90	62	75	46	76	72
CCSc1nnc(NC(=O)COc2ccc(Cl)cc2C)s1	116	46	106	96	101	86	89	95	109
CCCCNC(=O)NS(=O)(=O)c1ccc(N2N=C(c3ccc(C)cc3C)CC2c2ccc(Cl)cc2)cc1 (stereo not given)	90	57	93	79	66	79	79	64	60
COc1ccc(/C=C(/C(=O)N2CCN(c3ccccc3)CC2)c2cc(OC)c(OC)c(OC)c2)cc1O	64	46	4.2*	33	31	.	20	25	-3.6*
O=C(Nc1ccc(Nc2ncccn2)cc1)NC1C=c2ccccc2=CC1 (stereo not given)	112	81	109	105	92	.	90	104	97
O=C(O)c1cc(S(=O)(=O)Cl)ccc1Cl	102	95	115	104	101	103	106	101	75
CN(CCOC(N)=O)CCOC(N)=O	99	86	102	106	111	101	108	92	74

Rewritten comma-delimited: part of the list above.
SMILES,TK-10,UO-31,DU-145,ACHN,SN12C,CAKI-1,RXF 393,786-0,A498
O=C(Cn1cc(CN2C(=O)C3CCCN3C(=O)c3ccccc32)nn1)Nc1ccc(Cl)cn1 (stereo not given),105,80,109,97,93,88,107,105,113
Nc1nnc(-c2ccc([N+](=O)[O-])o2)s1,88,91,107,98,93,114,102,113,.

Gathered by group, the compounds so far with a Cl atom (nine)
SMILES	TK-10	UO-31	DU-145	ACHN	SN12C	CAKI-1	RXF 393	786-0	A498
CC(=O)OC1c2ccccc2C2c3ccccc3C1C2Cl (stereo not given)	102	99	111	101	106	113	105	104	116
O=c1cc(-c2nc(-c3ccccc3)c(-c3ccccc3)[nH]2)c2cc(Cl)ccc2o1	111	69	91	82	83	82	104	112	115
O=C(Nc1ncc(Cc2ccc(Cl)cc2)s1)C(=S)N1CCOCC1	103	80	112	102	102	95	109	103	111
Fc1cccc(Cl)c1C1SCc2nc3ccccc3n21 (stereo not given)	107	65	103	99	104	85	86	102	81
Cc1ccc2cccc(OC(=O)Nc3cc(Cl)c(Cl)cc3Cl)c2n1	162[100 µM]	74[100 µM]	91[100 µM]	86[100 µM]	79[100 µM]	82[100 µM]	86[100 µM]	103[100 µM]	120[100 µM]
O=C(Cn1cc(CN2C(=O)C3CCCN3C(=O)c3ccccc32)nn1)Nc1ccc(Cl)cn1 (stereo not given)	105	80	109	97	93	88	107	105	113
CCSc1nnc(NC(=O)COc2ccc(Cl)cc2C)s1	116	46	106	96	101	86	89	95	109
CCCCNC(=O)NS(=O)(=O)c1ccc(N2N=C(c3ccc(C)cc3C)CC2c2ccc(Cl)cc2)cc1 (stereo not given)	90	57	93	79	66	79	79	64	60
O=C(O)c1cc(S(=O)(=O)Cl)ccc1Cl	102	95	115	104	101	103	106	101	75

Additional records follow:
SMILES	TK-10	UO-31	DU-145	ACHN	SN12C	CAKI-1	RXF 393	786-0	A498
COc1ccc2c(c1)/C(=C\c1c[nH]c3ccc(Br)cc13)C(=O)N2	125	69	97	69	88	61	118	85	68
CCOc1ccc(C2C(C#N)=C(N)Oc3c2c(C)nn3-c2ccc(Cl)cc2)cc1 (stereo not given)	149	74	108	96	99	87	121	104	.
Fc1ccc(C2=NN(c3cc(Cl)cc(Cl)c3)C(c3cccc(Nc4ccnc5cc(C(F)(F)F)ccc45)c3)C2)cc1 (stereo not given)	90	81	82	96	91	.	84	104	102
Cc1ccc(C2OCC(C)(C)CO2)cc1	89	94	106	111	107	95	113	104	99
Cc1cc(C)n(C(N)=NC(=O)c2ccc([N+](=O)[O-])cc2)n1	95	96	102	107	102	101	90	90	107
O=C(C(=O)N1CCCCC1)c1cn(C(=O)c2ccc(Cl)cc2)c2ccccc12	98	77	109	102	97	99	105	92	94
COC(=O)N1CC(Oc2ccccn2)C2CC1c1ccccc1O2 (stereo not given)	98	89	115	96	93	93	95	104	83
CC1NC(=O)COC1c1ccccc1 (stereo not given)	124	91	119	96	119	136	110	99	129
COc1ccc(C)c(NC(C)=O)c1	116	105	128	104	112	117	126	97	88
O=C(Nc1nc(-c2ccc(Cl)cc2)cs1)c1cc(O)c(O)c(O)c1	.	6.0*	36	16	23	8.7*	.	12	77
COC(=O)[C@H](Cc1ccc(O)cc1)n1cc(COc2nc(Cl)nc(N3CCOCC3)n2)nn1	113	99	112	107	100	99	110	105	147
Cc1ccc(NC(=O)[C@]23CCC(C)(C)CC2C2=CCC4[C@@]5(C)C[C@@H](O)[C@H](O)[C@@](C)(CO)C5CC[C@@]4(C)[C@]2(C)CC3)cc1 (stereo not given in full)	48	25	46	24	.	29	-39*	17	-1.1*
Nc1ccc(OS(=O)(=O)c2ccccc2)cc1	102	84	108	108	97	99	108	104	95
FC(F)(F)c1cnc2c(c1)Oc1ccccc1-c1ccnn1-2	.	83	104	94	108	.	106	94	96
O=[N+]([O-])c1ccc(/C=N/NC2=NCCN2)cc1	113	90	111	104	103	88	137	104	93
O=C(/C=C/C12c3ccccc3C(c3ccccc31)C1C(=O)N(c3ccccc3)C(=O)C12)c1ccccc1 (stereo not given)	21	-77*	6.0*	-15*	15	46	-73*	3.1*	.
Cc1cc2[nH]c(=O)[nH]c2cc1C	130	69	110	98	104	96	105	105	145
Cc1ccc(NC(=O)Nc2ccc3cc4ccc(NC(=O)Nc5ccc(C)cc5)cc4nc3c2)cc1	107	88	99	105	79	82	98	89	.
CCOC(=O)c1ccc(N2C(=O)/C(=C/N3N=C(c4ccccc4)CC3c3ccc(N(C)C)cc3)SC2=S)cc1 (stereo not given)	99	79	93	101	100	93	108	95	.
COc1cc(C2CC(c3cccc(Br)c3)=NN2C(C)=O)cc(OC)c1OC (stereo not given)	48	-28*	20	40	42	39	33	41	19
COc1c(F)ccc(C(=O)Nc2ccc3nc(N)sc3c2)c1F	106	84	103	105	100	102	122	86	101
Cc1ccccc1SSc1ccccc1C	85	78	7.0*	0.1*	85	61	74	105	96
COC(=O)C(=O)C(CC(=O)Nc1ccc(C)cc1)C(=O)OC (stereo not given)	96	88	108	114	98	103	105	104	99
CCc1oc2ccccc2c1C(=O)c1cc(I)c(O)c(I)c1	88	80	78	73	46	46	45	62	98
COc1cc2ncnc(Nc3ccc4c(cnn4C(=O)Nc4ccc(C)c(Cl)c4)c3)c2cc1OC	51	63	65	61	84	62	108	76	64
O=C(CCc1ccc(Cl)cc1)c1ccccc1	.	80	111	113	98	102	107	94	97
O=S(=O)(NN=C(c1ccccc1)c1ccccc1)c1ccccc1	105	81	112	105	106	99	118	96	81
Cc1cccc(C)c1NC(=O)N=Nc1c(O)[nH]c2ccccc12	106	65	108	89	90	80	100	101	85
O=C(Nc1ccc(Cl)cc1)c1cccnc1Oc1ccc2c(c1)OCO2	.	89	99	99	93	87	90	91	61
O=C1CCC(c2ccc(Oc3ccc(C4=NNC(=O)CC4)cc3)cc2)=NN1	100	73	106	97	92	90	112	101	79
COc1ccccc1NC(=O)c1sc2c(=O)[nH]cnc2c1C	111	80	123	98	106	90	125	103	96
N#CCC(=O)c1ccccc1[N+](=O)[O-]	114	81	102	102	106	103	127	97	118
CC(C)N(C)/N=N/N(C)C(C)C	97	96	113	110	116	100	117	110	84
O=C(Nc1ccccc1)c1cccnc1	64	82	74	97	107	69	83	65	73
O=C1CC(c2nc3ccccc3[nH]2)CN1Cc1ccccc1 (stereo not given)	127	80	97	103	101	99	106	106	88
Cc1nn(-c2ccccc2)c(Cl)c1/C=C1\SC(N2CCOCC2)=NC1=O	113	88	103	100	97	96	100	105	.
O[C@@H]1Cc2cc(Br)c3ccccc3c2N[C@H](c2ccco2)C1	104	78	115	95	.	105	116	70	104
COc1ccc(-c2nn(-c3cccc(NC(=O)Nc4cccc(C(F)(F)F)c4)c3)cc2-c2ccncc2)cc1Cl	12	-4.0*	22	18	20	1.6*	23	24	0.3*
CC(C)c1ccc(C(C)C(=O)N(CC2=C(C(C)c3ccccn3)c3ccccc3C2)C(C)C)cc1 (stereo not given)	54	-12*	58	37	34	3.5*	46	41	49
Cc1ccc(/C(=N\c2sc(-c3ccccc3)nc2-c2ccccc2)N(C)C2CCCCC2)cc1	106	91	104	97	92	83	106	98	127
Cc1ccc(O)c(C2C=CCC2)c1 (stereo not given)	103	74	121	109	96	98	124	107	99
COc1ccc(C/C(C)=C(/c2ccc(OCCN3CCCC3)cc2)c2ccc(OC(=O)NCc3ccccc3)cc2)cc1	93	60	95	90	92	98	77	70	107
O=C(CCCSc1nc2ccccc2[nH]1)Nc1nnc(-c2ccccc2)o1	147	89	115	112	106	367	111	103	113
CCCCCCCCCCCCCCCCCC(=O)NCCNC(=O)CCCCCCCCCCCCCCCCC	106	49	98	86	97	83	109	92	101
O=C(CCCCCCNC(=O)C(O)(O)C(F)(F)F)Nc1ccc(Cl)cc1	3.6*	8.1*	18	0.5*	30	4.0*	-24*	36	9.0*
COc1ccc(-c2nnc3c4[nH]ccc4ncn23)cc1OC	91	73	112	89	96	67	93	87	79
c1ccc2c(c1)COC(NNC1=Nc3ccccc3CO1)=N2	104	95	121	113	108	102	102	113	112
CC(=O)C1=CC[C@H]2[C@@H]3CCC4=CC(=O)C[C@]4(C)[C@H]3CC[C@]12C	103	95	116	105	111	98	118	107	86
CC[C@H]1[C@@H]2C=C[C@@H]3[C@H]4C/C=C\C(=O)NCCC[C@@H]5NC(=O)/C(=C(O)/C=C/[C@@H]4C[C@@H]3[C@H]2C[C@H]1C)C5=O	.	-78*	-94*	-84*	-66*	-41*	-86*	-81*	-18*
OCc1sccc1-n1cccc1	111	96	109	99	95	109	101	102	97

Screening data from PubChem.
